eIF4E-4G inh: eIF4E–eIF4G protein interaction inhibitors, primary screen, biochemical, uHTS, TR-FRET, eIF4GI fragment; TR-FRET eIF4E-eIF4GI(517-606) binding, 2 h; 220,000 compounds, 0.37% hits; Eukaryotic translation initiation factor 4E (Mus musculus) + Eukaryotic translation …; inhibition, % at 21.7 µM; AID 782, 2007;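 active = inhibition above about 30%, limit read from the data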;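 note: 0% = full FRET control wells and 100% = background wells lacking eIF4GI fragment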
PERK inhibitor: block of dimerizer-induced PERK translation repression, primary screen, PERK inhibitor project, CHO PERK-DD cells, SEAP luminescence, HTS. Eukaryotic translation initiation factor 2-alpha kinase 3 (Homo sapiens), Q9NZJ5. CHO PERK-DD fusion, SEAP luminescence translation reporter. inhibition, % at 5.6 µM. 220,000 compounds, 0.17% hits. AID 1416, 2008;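 active = inhibition above the mean inhibition of all tested compounds plus 3 SD, set separately per screening campaign, cut at about 2.9% in these data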;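 note: PERK kinase domain activated by AP20187 dimerizer at 100 nM; 0% = DMSO with dimerizer and 100% = rapamycin at 8.4 µM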
BaF3 tox: parental Ba/F3 cell viability inhibition, counter-screen for JAK2V617F inhibitor project, murine pro-B, CellTiter-Glo luminescence; CellTiter-Glo ATP luminescence; inhibition, % at 5.6 µM; 220,000 compounds, 1.1% hits; AID 1486, 2009;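 active = inhibition above a per-campaign cutoff, the mean inhibition of all tested compounds plus 3 SD, cut at about 27% in these data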;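 note: 0% = DMSO wells and 100% = JAK Inhibitor I control wells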
S1P4 antagonist: S1P4 receptor antagonists, primary screen, cell-based; Sphingosine 1-phosphate receptor 4 (Homo sapiens), O95977; S1P4-expressing cells, antagonist mode, reporter read-out; 220,000 compounds, 0.26% hits; inhibition, % at 4.98 µM; in the data active = inhibition above about 29%;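 note: 0% = wells stimulated with agonist and 100% = vehicle wells without agonist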
Wee1 degr inh: Wee1 degradation inhibitors, primary screen, cell-based, HeLa, Wee1K328M-luciferase, luminescence; Wee1-like protein kinase (Homo sapiens), P30291; HeLa Luc-Wee1K328M stability; 100% = proteasome inhibitor MG132 effect; reporter increase, % at 5 µM; 220,000 compounds, 1.2% hits; AID 1321, 2008;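 active = activation above the mean of all tested compounds plus 3 SD, set per screening run, cut at about 8.8% in these data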;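 note: cells exposed to compound for 20 h before luminescence read; 0% = DMSO alone and 100% = MG132 at 30 µM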
Mdm2 ligase inh: MDM2-luciferase reporter signal enhancers, primary screen, MDM2 E3 ligase inhibitor project, cell-based, luminescence, 1536-well. cell-based MDM2 ubiquitination luciferase reporter, 2 h; 0 = plate control, 100 = twice control, blank-subtracted. signal enhancement, % at 5 µM. 210,000 compounds, 0.11% hits. AID 1230, 2008;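 active = signal enhancement of 30% or more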;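 note: luminescence tracks abundance of the self-degrading MDM2-luciferase fusion protein; higher signal means inhibition of MDM2 E3 ligase activity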
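Timing – 2 h compound exposure at 37 °C · Assay system – mammalian cells stably expressing self-ubiquitinating, self-degrading MDM2 E3–luciferase fusion · Amount – 2000 cells seeded into each well · Measure – % luminescence enhancement versus blank-corrected plate control mean · Measured by – SteadyLite luminescence, 15 min reagent step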
S1P4 ag: S1P4 receptor agonists, primary screen, cell-based | Sphingosine 1-phosphate receptor 4 (Homo sapiens), O95977 | AID 1509, 2009 | S1P4-expressing cell line, agonist reporter assay | activation, % at 4.98 µM | 220,000 compounds, 0.35% hits; in the data active = activation above about 11%;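 note: 0% = DMSO vehicle and 100% = reference agonist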
Ba/F3 V617F tox: reduced viability of JAK2V617F-dependent Ba/F3 cells, primary screen, JAK2V617F inhibitor project, cell-based, Ba/F3 EpoR-JAK2V617F, luminescence; ATP luminescence; inhibition, % at 5.6 µM; 220,000 compounds, 1.1% hits;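 active = inhibition above the campaign mean plus 3 SD over all tested compounds, cut at about 24% in these data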;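 note: cytokine-independent growth of Ba/F3 cells driven by EpoR plus mutant JAK2; 0% = DMSO-treated cells and 100% = JAK inhibitor I control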
NPY2 pot ag: NPY-Y2 potentiators or agonists, primary screen, cell-based. Neuropeptide Y receptor type 2 (Homo sapiens), P49146. cells expressing NPY-Y2, potentiator/agonist read-out. activation, % at 3.6 µM. 220,000 compounds, 0.45% hits; in the data active = activation above about 27%;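 note: cells stimulated with NPY near EC25 plus isoproterenol at EC100; 0% = vehicle plus submaximal agonist and 100% = vehicle plus saturating agonist; some results beyond the cut were filed as inactive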
* marks the source's active call; other numbers are inactive results; . = no result given; [ ] = dose if it differs, or a comment.

SMILES	eIF4E-4G inh	PERK inhibitor	BaF3 tox	S1P4 antagonist	Wee1 degr inh	Mdm2 ligase inh	S1P4 ag	Ba/F3 V617F tox	NPY2 pot ag
O=C(c1ccco1)N1CCCN(Cc2nc(-c3cccs3)no2)CC1	-1	0.5	2	-7	-2	-2	-0.1	-6	-10
CC(=O)c1ccc(Sc2ccccn2)c([N+](=O)[O-])c1	-3	-1.3	-5	4	-4	-8	-0.5	-1	6
Cc1c(N(C(=O)c2ccccn2)C2(C(=O)NC3CCCCC3)CCCCC2)c(=O)n(-c2ccccc2)n1C	1	1.0	4	-28	2	-6	-0.7	4	4
CCC1(C)Cc2ccccc2-c2[nH][nH]c(=O)c21 (stereo not drawn)	9	0.1	-1	2	4	-10	0.8	-2	-3
CC(=O)c1ccc(NC(=O)C(Cc2ccccc2)NC(=O)c2ccco2)cc1 (stereo not drawn)	-4	0.4	6	-6	2	-11	-1.6	-2	-4
O=C(CSc1ccc(Cl)cc1)Nc1cc(-c2nc3ncccc3o2)ccc1Cl	8	0.8	4	-12	-1	-10	0.7	-2	-1
Cc1ccc(S(=O)(=O)NC2=NCCCCC2)cc1	2	1.6	5	-6	0	-3	5.0	0	-5
CSc1nc2cc(F)c(F)cc2n1C	-2	0.4	1	-15	-2	-6	1.5	-4	3
CCOC(=O)CNC(=O)Nc1cccc(Cl)c1C	-7[fluorescence artefact?]	0.5	0	-4	-1	5	1.4	-1	-12
O=C(Cc1ccccc1)N1CCCC(c2nc(-c3cccs3)no2)C1 (stereo not drawn)	0	0.4	-2	-7	1	-14	-0.3	-2	10
CN(C)S(=O)(=O)c1ccccc1C#N	12	1.3	10	12	0	-7	-2.0	2	2
CC(=O)CCS(=O)(=O)c1ccc(NC(C)=O)cc1	-11	0.5	5	10	-1	-10	-2.1	4	-12
O=C(OCc1ccccc1)C1CCCN1C(=O)c1ccccc1[N+](=O)[O-] (stereo not drawn)	0	0.3	2	2	2	-25	-0.4	4	-17
O=C(CSc1nn(-c2ccc(Cl)cc2)c(=S)s1)N1CCN(C(=O)c2ccco2)CC1	4	-1.1	5	-15	-2	-17	1.5	-2	-9
CCN(CC)S(=O)(=O)c1ccc(-n2cnnn2)c(C)c1	8	0.3	3	4	-1	-12	-4.0	-3	3
O=C(c1c[nH]c2ccccc12)C(O)C(c1ccccc1)N1CCOCC1 (stereo not drawn)	0	-0.3	4	-2	-1	5	-1.8	-4	7
CCc1ccc(S(=O)(=O)NCc2cn3ccsc3n2)s1	-3	-0.6	3	0	3	-19	1.8	4	1
COc1ccc(C(=O)CSc2n[nH]c(-c3ccncc3)n2)cc1[N+](=O)[O-]	-2	0.0	7	-24	1	-2	0.5	-1	8
CC(C)N(C(=O)COC(=O)c1ccc(O)cc1)C(C)C	-2	0.8	0	-19	0	5	-0.1	-2	13
C=CCn1c(SCC(=O)NCc2ccco2)nc2sc3c(c2c1=O)CCCCC3	.	0.4	2	-12	3	.	0.6	1	5
N#C/C(=C\c1ccccc1)c1n[nH]c(Cn2cncn2)n1	1	0.5	1	-16	1	-8	-0.9	-4	0
O=C(O)c1ccc(CSc2nnc(Cc3ccccc3)o2)cc1	-8	0.0	4	7	4	-11	-1.2	0	20
O=C(CSc1nnc(C2CC2)n1Cc1ccco1)NCC(F)(F)F	-1	1.3	6	-19	-4	6	0.2	-2	14
COc1cccc(-c2noc(CCC(=O)NC3CCCCC3)n2)c1	0[fluorescence artefact?]	0.1	9	-2	-1	-7	-0.8	6	-13
COC(=O)c1sccc1NC(=O)Nc1cccc(F)c1	1	1.5	5	6	-1	-9	-0.8	-1	-4

Next compounds
SMILES	eIF4E-4G inh	PERK inhibitor	BaF3 tox	S1P4 antagonist	Wee1 degr inh	Mdm2 ligase inh	S1P4 ag	Ba/F3 V617F tox	NPY2 pot ag
CC(=O)C1=C(c2ccccc2)NC(=O)NC1c1ccccc1OCC#N (stereo not drawn)	3	0.1	1	-5	-1	-10	-1.4	-3	-9
CC(C)c1nnc(NC(=O)Cc2cccs2)s1	2	2.5	10	0	1	-19	0.2	2	-13
COc1ccc(CCN2C(=O)NC(NC(=O)CCc3ccccc3)(C(F)(F)F)C2=O)cc1OC (stereo not drawn)	1[fluorescence artefact?]	-1.3	7	-18	-1	-8	-0.3	4	0
O=C(NCc1ccccn1)C1CC(c2ccccc2Cl)=NO1 (stereo not drawn)	-2	0.5	7	5	1	-6	-1.2	6	-8
CCOc1ccccc1NC(=S)NNS(=O)(=O)c1c(C)cc(C)cc1C	0[fluorescence artefact?]	2.1	7	11	0	-7	-2.2	0	0
CCN(CC)C(=O)c1sc(NC(=O)c2cc(-c3ccc(C)s3)nc3ccccc23)c(C(=O)OC)c1C	-14	-0.1	11	-5	1	-2	0.6	2	-3
Cc1ccc[n+](CC(=O)c2ccc(-c3ccccc3)cc2)c1	4	-0.2	4	-13	0	-5	0.8	0	-29
O=C1c2ccccc2C(Nc2ccc3c(c2)OCCO3)N1c1ccccn1 (stereo not drawn)	-2	-0.4	6	-12	-1	-20	-1.1	2	-14
COC(=O)/C(=C/Nc1ccc(O)cc1)[N+](=O)[O-]	-1	1.0	0	0	9	-14	-4.0	-3	11
COc1ccccc1-c1csc(Cc2nnc3n2CCCCC3)n1	-1	0.2	9	-1	-1	-4	0.2	1	1
O=C1NC(=S)N/C1=C/c1cccc([N+](=O)[O-])c1O	8	0.8	4	-3	-3	7	0.1	0	10
Cc1nc2cc(-c3ccccc3)nn2c(C)c1CCC(=O)N1CCN(c2ccccc2)CC1	-3	0.5	3	-13	2	-5	-2.9	-5	8
COc1ccc(NC(=O)/C(C#N)=C/c2ccc(OCc3ccccc3F)cc2)cc1	-24	0.4	7	-19	4	8	0.8	-1	9
COc1ccc(-c2noc(CN3C(=O)c4ccccc4C3=O)n2)cc1	-9	0.6	0	-14	-2	-8	0.7	-4	7
Cc1ccnc(SCc2cc(=O)c(OC(=O)c3ccc(S(=O)(=O)N(C)C)cc3)co2)n1	-2	0.8	13	10	2	-16	0.4	2	-9
COc1cc2c(cc1OC)CN(Cc1cc(=O)oc3c(C)c(C)ccc13)CC2	4	-0.7	7	-15	-4	-10	1.2	2	2
Cc1nn2c(nc1=O)NNC2(C)C(C)(C)C (stereo not drawn)	3	0.1	4	4	0	-1	-1.3	-1	-16
Fc1cccc(Cl)c1CNC(c1ccccc1)c1ccccc1	8	1.5	3	-2	9.1*	-20	-0.5	-1	-11
COc1ccccc1CNC(=S)NC1CCCC1	0	0.7	4	-5	0	-2	-0.2	-4	9
CC12CCC(C(=O)N3CCc4ccccc43)(CC1=O)C2(C)C (stereo not drawn)	-3	-0.1	0	1	-1	16	-0.8	-1	3
C#CCOC(=O)C(NC(=O)c1ccccc1)=C1CCCCC1	-2[fluorescence artefact?]	-0.9	4	2	2	-7	-1.0	2	-11
COc1ccc([N+](=O)[O-])c(OC)c1C(=O)NC(=O)Nc1c(F)cc(F)cc1F	0	-0.7	2	3	-2	-15	1.8	1	3
Cc1cc(Nc2cccc(F)c2)nc(NCc2ccccc2)n1	3	-0.4	9	-11	-3	-8	-0.3	-1	7
O=C(Nc1ccc(S(=O)(=O)Nc2nccs2)cc1)C1CC(=O)N(c2ccccc2)C1 (stereo not drawn)	-1	-0.2	0	-5	4	-8	1.7	-4	-10
O=C(Nc1ccc(Oc2ccc3ccccc3c2)cc1)c1ccco1	-4[fluorescence artefact?]	-0.9	8	-1	-1	-1	1.1	5	-10

Entries from the list above that have a CF3 group (two):
SMILES	eIF4E-4G inh	PERK inhibitor	BaF3 tox	S1P4 antagonist	Wee1 degr inh	Mdm2 ligase inh	S1P4 ag	Ba/F3 V617F tox	NPY2 pot ag
O=C(CSc1nnc(C2CC2)n1Cc1ccco1)NCC(F)(F)F	-1	1.3	6	-19	-4	6	0.2	-2	14
COc1ccc(CCN2C(=O)NC(NC(=O)CCc3ccccc3)(C(F)(F)F)C2=O)cc1OC (stereo not drawn)	1[fluorescence artefact?]	-1.3	7	-18	-1	-8	-0.3	4	0

(continued)
SMILES	eIF4E-4G inh	PERK inhibitor	BaF3 tox	S1P4 antagonist	Wee1 degr inh	Mdm2 ligase inh	S1P4 ag	Ba/F3 V617F tox	NPY2 pot ag
COc1ccc(NC(=O)N2Cc3ccccc3CC2C(=O)NC(C)(C)C)cc1 (stereo not drawn)	0[fluorescence artefact?]	0.0	-1	10	1	-19	-0.5	-5	3
O=C(NCc1ccc(Cl)cc1)c1ccc(CSc2nc3ccncc3[nH]2)cc1	-4	-0.6	-5	-2	-2	-12	-0.7	4	-6
COc1ccccc1NC(=O)CN1CCN(Cc2ccccc2)CC1	-2[fluorescence artefact?]	-0.4	0	-27	0	3	-2.3	-3	13
Cc1ccc(S(=O)(=O)N2CCCCC2c2cccnc2)c(C)c1C (stereo not drawn)	4	1.3	-7	-8	2	-12	0.0	-1	19
CN(C)CCCn1c(=S)[nH]c2ccccc2c1=O	-4	-0.1	0	0	2	-11	1.6	0	3
CCCOC(=O)Nc1cccc(C(C)=O)c1	-2[fluorescence artefact?]	1.1	-1	4	-2	1	2.6	-3	13
O=C(COC(=O)c1cnc(Cl)c(Cl)c1)NCc1ccc2c(c1)OCO2	-2	1.7	4	-10	-2	-14	1.5	-3	-6
O=S(=O)(Nc1ccc(-c2cn3ccsc3n2)cc1)c1ccc2c(c1)OCCO2	3[fluorescence artefact?]	-0.3	5	-22	2	-3	-0.4	-2	-1
CCOc1ccc(/C=N/OCC(=O)Nc2ccc3c(c2)OCO3)cc1	0	0.4	1	-11	2	-13	-0.1	4	-21
N#Cc1c(-c2ccc(Cl)cc2)c2c([nH]c1=O)-c1ccccc1OC2	-2	0.0	51*	9	-4	-9	3.4	12	-3
O=C1N(c2ccccc2)C[C@@H]2C[C@@H](c3cccs3)N3CCC[C@@]123	-1	0.2	-2	-5	0	7	-1.5	-3	0
O=C(CN1CCC(c2nc3ccccc3s2)CC1)N1CCCCC1	1	-0.5	4	-17	-2	-4	2.8	-4	2
Cc1cccc(/C=C/C(=O)c2ccc(N3CCOCC3)cc2)c1	-8	-0.8	4	-10	-1	-10	-0.1	1	-2
Cc1nc(CN(C)Cc2nc(Cc3cccc(F)c3)no2)cs1	1	1.2	3	-15	1	-1	1.1	-2	-3
CCCCC(NC(C)=O)c1nc2ccccc2[nH]1 (stereo not drawn)	0	1.3	1	2	2	-11	-0.5	-3	5
CCCC1(C)NC(=O)c2ccccc2O1 (stereo not drawn)	1	0.6	5	-6	-3	-2	0.0	2	-12
O=C1C(Cc2ccccc2)SC(=Nc2ccccc2)N1c1ccccc1 (stereo not drawn)	8	1.2	4	-25	-2	-14	-1.9	0	-5

Screens from PubChem BioAssay.
